FAK inh: inhibitors of human focal adhesion kinase; 0.84% of 97,000 active; AID 727; inhibition, %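 (tested at 7 µM)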; biochemical FAK kinase activity assay; in the data active means inhibition above about 19%;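 further: 0% = DMSO and 100% = reference compound high control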
ERa coact inh: ER-alpha (human) coactivator binding inhibition; P03372; TR-FRET ER-alpha LBD / SRC-1 peptide, estradiol-bound; inhibition, % at 25.6 µM; 1.7% of 86,000 active; AID 629; in the data active means inhibition above about 50%;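 further: 0% = receptor plus peptide control and 100% = peptide only without receptor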
VCAM1 TNFa inh: reduces TNF alpha induced VCAM1 expression in HUVEC. 0.48% of 95,000 active. inhibition, % at 2 µM. HUVEC TNFa-induced VCAM-1 immunofluorescence, high-content imaging;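 active means inhibition above the batch mean plus 3 SD, with images confirmed as a hit by eye, cut at about 37% in these data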;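 further: 0% = TNF-stimulated DMSO wells and 100% = unstimulated control wells; not every result past the cut was called active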
HUVEC tox IL1B: HUVEC cytotoxicity counter-screen, IL-1B stimulated | HUVEC cell count loss, Hoechst imaging | cell count reduction, % at 2 µM | 0.41% of 94,000 active;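 active means cell count reduction more than 3 SD above the screen-wide mean, cut at about 70% in these data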;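 further: normalized per plate to untreated control cells as the no-loss baseline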
LYP act: activators of human LYP (PTPN22) phosphatase; 0.11% of 96,000 active; recombinant LYP, DiFMUP fluorescence; 0 = plate median, 100 = signal doubled; activation, % at 2 µM; Q9Y2R2; AID 697;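 active means activation at 2 µM above a set limit, the mean plus 5 SD, cut at about 37% in these data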
Target sequence (Q9Y2R2 whole entry, looked up): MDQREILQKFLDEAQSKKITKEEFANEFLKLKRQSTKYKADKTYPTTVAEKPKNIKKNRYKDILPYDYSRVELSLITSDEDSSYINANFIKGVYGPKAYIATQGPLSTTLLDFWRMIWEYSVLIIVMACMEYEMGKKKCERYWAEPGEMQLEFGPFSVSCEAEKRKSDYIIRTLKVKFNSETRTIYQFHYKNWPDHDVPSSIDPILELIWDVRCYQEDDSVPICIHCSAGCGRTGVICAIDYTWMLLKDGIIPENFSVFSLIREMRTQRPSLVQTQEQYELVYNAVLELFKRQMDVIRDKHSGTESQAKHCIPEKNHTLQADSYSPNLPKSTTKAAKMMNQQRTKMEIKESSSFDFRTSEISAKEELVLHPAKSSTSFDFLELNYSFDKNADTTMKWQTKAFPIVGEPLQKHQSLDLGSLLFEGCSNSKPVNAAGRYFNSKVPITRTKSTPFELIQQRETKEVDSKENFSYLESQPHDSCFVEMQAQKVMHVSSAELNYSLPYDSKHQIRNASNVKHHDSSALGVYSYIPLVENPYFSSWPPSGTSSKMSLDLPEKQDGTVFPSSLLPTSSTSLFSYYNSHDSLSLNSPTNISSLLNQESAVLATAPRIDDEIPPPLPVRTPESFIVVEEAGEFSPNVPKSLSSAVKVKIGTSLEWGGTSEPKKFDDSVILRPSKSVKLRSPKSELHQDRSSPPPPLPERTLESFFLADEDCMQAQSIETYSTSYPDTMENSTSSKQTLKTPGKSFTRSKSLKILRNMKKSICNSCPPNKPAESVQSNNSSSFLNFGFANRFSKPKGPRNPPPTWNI
cytoskel mod: alters cytoskeleton assembly in HUVEC cells; HUVEC TNFa F-actin phalloidin imaging, high content; inhibition, % at 2 µM; 0.18% of 91,000 active;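 active means inhibition above the batch mean plus 3 SD and confirmed as a hit by visual image inspection, cut at about 30% in these data, passing the limit was not always enough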; further: strong numbers were not always called active
LYP inh 2: inhibitors of human LYP (PTPN22) phosphatase. Q9Y2R2. recombinant LYP catalytic domain, DiFMUP fluorescence. inhibition, % at 2 µM. 0.21% of 96,000 active. AID 640;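 active means inhibition at 2 µM at or above a set limit, the screen mean plus 3 SD, cut at about 24% in these data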;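 further: 0% = DMSO with enzyme and 100% = enzyme fully blocked by orthovanadate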
HUVEC tox TNFa: HUVEC cytotoxicity counter-screen, TNF alpha stimulated; HUVEC TNFalpha-stimulated, Hoechst cell count, imaging; cell count reduction, % at 2 µM; 0.17% of 93,000 active;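 active means cell count reduction exceeding the screen mean by over 5 SD, scaled to untreated wells per plate, cut at about 78% in these data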;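 further: cells counted after 24 h of TNF alpha exposure following the 1 h pretreatment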
Pyk2 oligo antag: blocks oligomerization of human Pyk2 in cells; AID 1347419; Q293 cells, Pyk2 FERM NanoBiT luminescence; active compounds read low; z-score (the deposit names both 25 µM and 10 µM); 0.83% of 99,000 active; Q14289;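 active means Z-score of -3 or lower, scaled per plate to the spread of control and sample wells; inactive means z-score above -3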;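 further: negative z-score means lost luminescence so less FERM oligomerization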
* marks the source's active call; other numbers are inactive results; . = no result given; [ ] = remark or other dose.

SMILES	FAK inh	ERa coact inh	VCAM1 TNFa inh	HUVEC tox IL1B	LYP act	cytoskel mod	LYP inh 2	HUVEC tox TNFa	Pyk2 oligo antag
COc1ccc(Cn2nnnc2C(c2cccnc2)N2CCN(c3ccc(O)cc3)CC2)cc1 (configuration not stated)	-1	33[fluorescence artefact?]	0	-23	-7	6	5	-35	-0.22
CCn1c(CNc2ccc(OC)cc2)nnc1SCC(=O)c1ccc(OC)cc1	1	-8[fluorescence artefact?]	5	-14	1	-12	3	26	0.72
Cc1nn2cnc3sc4c(c3c2nc1=O)CCCC4	1	.	17	-52	-2	-1	-2	6	-0.01
COC(=O)CCC(=O)Nc1nnc(C(F)(F)F)s1	-1	-3	14	-3	-2	-4	2	-13	-0.11
Cc1ccc(NC(=O)C2CC(=O)NC(N3CCCCC3)=N2)cc1Cl (configuration not stated)	0	2	6	-24	2	12	-3	-21	0.45
CCCC1(C(=O)O)NC(c2ccccc2O)C2C(=O)N(Cc3ccccc3)C(=O)C21 (configuration not stated)	0	6	-8	20	-1	-23	1	8	.
COc1ccc2nc(SCC(=O)/C(C#N)=C(\C)N)[nH]c2c1	0	9	1	-3	3	4	0	-4	0.76
COC(=O)c1ccc(NC(=O)C23CC4CC(C2)CC(n2cnc(Cl)n2)(C4)C3)cc1	3	-6	-1	-25	-7	-4	8	-17	0.32
Cc1ccc(NC(=O)COC(=O)c2ccc3c(c2)NC(=O)C2CCCN32)cc1C (configuration not stated)	9	18[fluorescence artefact?]	2	8	-8	19	8	-25	.
CCc1ccc(/C=c2\s/c(=C\C(=O)C(C)(C)C)[nH]c2=O)cc1	1	0	-18	-62	2	3	-5	0	-2.3
Cc1onc(-c2ccccc2Cl)c1C(=O)NCc1cccs1	0	-1[fluorescence artefact?]	11	-40	14	-2	-17	-22	-0.19
CCCCSc1nc(C)cc(C)c1S(=O)(=O)c1ccccc1C	1	.	16	0	-12	39	16	-38	-1.4
CC(C)Sc1nc(O)c(Cc2ccccc2)c(=O)[nH]1	-2	2	-2	-24	16	0	-13	-22	0.66
COc1ccc(CCN2C(=O)CC(N3CCOCC3)C2=O)cc1OC (configuration not stated)	-1	-4	0	-16	-4	-11	2	-3	1.3
CCOc1ncccc1C(=O)N(C)CC1COc2ccccc2O1 (configuration not stated)	0	-7	3	-29	8	-3	-10	-7	0.56
O=C(Nc1nc2ccccc2[nH]1)C1CCN(S(=O)(=O)c2cccs2)CC1	0	.	4	2	-1	9	-1	-15	0.45
COc1ccc(N2CCN(C(=O)CCc3ccc(S(=O)(=O)NC(C)C)cc3)CC2)cc1	2	6[fluorescence artefact?]	3	-13	10	-2	-10	-9	0.51
CCN(CC)S(=O)(=O)c1ccc(NC(=O)COC(=O)CN2C(=O)c3ccccc3C2=O)cc1	1	.	20	-24	2	14	-5	-18	1.4
CCC(CC)c1nnc(NC(=O)c2ccc(N3CCCC3=O)cc2)s1	1	2[fluorescence artefact?]	-2	-17	-14	-28	17	-1	0.87
COc1ccc(-n2nc(C(=O)NCC(=O)NCC3CCCO3)c3ccccc3c2=O)c(OC)c1 (configuration not stated)	0	-3	5	-23	-2	-10	-1	-26	-0.34
COc1ccc(CNC(=O)C2CCCN(c3nc4ccccc4o3)C2)c(OC)c1 (configuration not stated)	1	3	3	-14	1	8	-4	-18	-0.86
Cc1oc(=O)c(NC(=O)c2cccc(Cl)c2)cc1C(=O)c1ccccc1	-1	.	-3	-24	-2	20	5	-1	-1.5
COc1ccc(N2CCN(Cc3nc(N)nc(N4CCCc5ccccc54)n3)CC2)cc1	-7	-11	8	-26	1	8	-2	8	-0.04
Cc1nn(-c2ccccc2)c(N2CCCC2)c1/C=N/n1cnc2scc(-c3ccccc3)c2c1=O	-24	38[fluorescence artefact?]	12	-1	-11	20	11	-9	-1.2
Fc1ccccc1CN1CCCCCCC1	-4	-6	22	.	-10	-15	10	16	-0.24
Following part:
SMILES	FAK inh	ERa coact inh	VCAM1 TNFa inh	HUVEC tox IL1B	LYP act	cytoskel mod	LYP inh 2	HUVEC tox TNFa	Pyk2 oligo antag
CCC(=O)N1CCc2cc(S(=O)(=O)NC(C(=O)NCc3ccc(F)cc3)C(C)C)ccc21 (configuration not stated)	0	-4	-29	-16	-3	-7	1	36	-0.32
COc1cccc(NC(=O)c2cccc(OC)c2OC)c1	0	14	-16	-16	5	-7	-5	-15	1.1
CC(C)(C)NC(=O)CN(C(=O)Cn1nnc(-c2ccccc2F)n1)c1cccc2c1CCCC2	0	.	-4	-29	-5	17	8	-1	-0.66
Cc1ccc(C(=O)COC(=O)CCC(=O)NC2CCCCC2)cc1C	2	4	5	.	-9	-11	9	-13	1
CCOC(=O)c1cn(CC)c2ccc(S(=O)(=O)N3CC(C)CC(C)C3)cc2c1=O (configuration not stated)	6	7	.	5	-9	.	6	.	-0.79
COCc1cc(=O)[nH]c(Nc2nc(C)c3ccccc3n2)n1	-1	-5	30	-85	2	2	1	-11	-2
Cc1ccc(C(=O)Nc2nc3ccc(S(C)(=O)=O)cc3s2)o1	3	-6	2	-160	4	4	-4	-12	0.86
C=CCNC(=O)C1CCCN(S(C)(=O)=O)C1 (configuration not stated)	-5	.	-11	20	0	10	2	-22	-0.15
COc1ccccc1NC(=O)Nc1ncccc1C	14	-7	-15	1	-6	22	4	14	0.53
COc1ccc(C(=O)NNC(=O)CSc2nnc(COc3ccc4ccccc4c3)n2C)cc1	2	.	11	-12	-4	-4	7	-12	0.56
CCn1c(CNC(=O)c2cccs2)nnc1SCC(=O)Nc1cc(Cl)ccc1C	-1	10	17	2	3	2	0	9	0.81
CCOc1ccccc1-n1c(COc2ccccc2)nnc1SCC(N)=O	6	-1	-4	8	-4	-8	2	7	-0.57
CC1=C(C(N)=O)C(c2ccc(C)o2)C(C(N)=O)=C(C)N1	2	2	7	2	0	32	-2	-10	0.28
C=CCn1c(SCc2nc3ccccc3nc2C)nnc1-c1ccoc1C	1	2	12	-26	7	-8	-8	-15	-0.51
CC1(C)CC(NC(=O)c2cccc3ccccc23)CC(C)(C)N1	1	1	16	0	-4	9	5	-33	0.64
CSc1nc(C)cc(-n2cc(F)c(=O)[nH]c2=O)n1	-3	25	-5	-1	-13	0	11	-12	0.3
Cc1ccc(C(=O)N2CCN(c3ccc(NC(=O)c4cccnc4)cc3)CC2)cc1	4	4	-4	25	-1	16	1	-24	-0.26
Cc1nnc2n(CCc3ccccc3)c(=O)c3c4c(sc3n12)CCCC4	1	-2	-20	3	8	8	-7	-30	.
O=C(CCS(=O)CCC(=O)NCc1ccccc1)NCc1ccccc1	-1	5	2	-7	4	22	-7	-31	0.17
O=S(=O)(Cc1ccc(Cl)cc1)N1CCCC1	0	-26	6	2	3	14	-2	-38	0.84
Cc1cc(C(=O)Nc2cccc(/C=C/C(=O)O)c2)c(C)o1	4	.	7	18	-4	-19	7	8	1.3
CC(Sc1nc(-c2ccccc2)cc(C(F)(F)F)n1)C(=O)N1CCCCC1 (configuration not stated)	-1	4	5	-8	8	-35	-6	-3	-0.85
O=[N+]([O-])c1ccc(NCCNc2ccc(Cl)nn2)cc1	0	-7	-2	-3	7	-6	-6	12	-0.76
O=S(=O)(NC1CCCC1)c1ccc(S(=O)(=O)N2CCCN(Cc3ccccc3)C2)cc1	-2	-12	0	9	-2	0	1	-2	0.28
O=C(CSc1nc2c(c(=O)n1-c1ccc(F)cc1)SCC2)Nc1ccc2c(c1)OCO2	-6	-13[fluorescence artefact?]	-1	-11	-1	-6	4	-1	-1.3
(next part)
SMILES	FAK inh	ERa coact inh	VCAM1 TNFa inh	HUVEC tox IL1B	LYP act	cytoskel mod	LYP inh 2	HUVEC tox TNFa	Pyk2 oligo antag
Cc1ccc(-c2[nH]n3c(=O)c4c(nc3c2C)CCCC4)cc1	5	8[fluorescence artefact?]	1	-5	4	3	-5	9	-0.36
O=C(Nc1ccc(Cl)cc1C(F)(F)F)c1ccc(Cl)cc1	5	.	24	-15	5	-16	0	-15	0.36
CCc1cc(=O)oc2cc(C)c3c(C)coc3c12	2	19	0	4	-16	-8	13	5	1.4
Cn1c(C(=O)O)c(CC(=O)NCc2cccnc2)c2ccccc21	-6	0	-2	-14	35	15	-38	-20	0.74
Cc1cnc(C(=O)OCC(=O)Nc2ccc(Oc3ccccc3)cc2)cn1	4	.	2	-18	2	0	2	-12	-0.27
COC(=O)c1c(-c2cccc(C)c2)csc1N	1	-25	6	-3	5	-21	-2	6	0.49
CCOC1Cc2ccccc2N(C(N)=O)c2ccccc21 (configuration not stated)	1	-9	23	.	-8	-2	7	-7	0.06
OCCCc1nc2n(n1)C(c1ccccc1)C=C(c1ccc(F)cc1)N2 (configuration not stated)	3	-23	-9	34	-1	-18	1	-16	0.73
CCOC(=O)C1CCN(C(=O)CN(c2cccc(OC)c2)S(=O)(=O)c2ccccc2)CC1	1	4[fluorescence artefact?]	-10	4	23	-7	-26	2	-0.82
COc1ccc(C(C)=O)cc1COC(=O)c1ccc(OCc2c(C)noc2C)cc1	9	55*[fluorescence artefact?]	2	-10	-9	0	8	-25	2.2
Cc1csc(SCC(=O)Nc2c(C)n(C)n(-c3ccccc3)c2=O)n1	-2	-3	8	20	-2	-8	1	-5	-0.09
CCC(=O)N1CCc2cc(S(=O)(=O)CCC(=O)N3CCc4ccccc4C3)ccc21	-1	0	12	-6	6	24	-8	-32	2.3
C/C(=N\O)C(=O)NCCCNCCCN(C)C	-1	-9	-6	5	-8	-10	9	11	0.77
CN1CCN(c2ccc(Cl)cc2NC(=O)c2nn(-c3ccccc3)c(=O)c3ccccc23)CC1	1	13[fluorescence artefact?]	-10	1	1	-17	-2	-11	-0.61
COC(=O)CNC(=O)CSc1nnc(-c2ccc(OC)cc2)n1CC(C)C	-2	0	-1	-11	1	1	0	-22	0.51
COC(=O)c1[nH]c2cccc(OC)c2c1NC(=O)CCN1CCC(C)CC1	-1	-2	-11	-27	6	11	-9	6	0.34
COc1ccc(-c2noc(-c3ccc(C)cc3)n2)cc1	2	-13	6	18	2	10	-2	-23	0.2
CC(C)CC(C(=O)O)N(Cc1ccccc1)Cc1ccccc1 (configuration not stated)	-2	-29	-11	-13	0	0	1	-34	0.96
COC(=O)c1ccccc1NC(=O)Cn1nnc(-c2ccc(OC)cc2)n1	1	-2	-3	-10	6	-11	-6	-2	-0.96
CCOc1ccc(NC(=O)N2CCC(C(=O)c3ccc(F)cc3)CC2)cc1	-10	5	4	-16	-5	-1	7	0	0.48
O=C(CCC1CCCC1)c1c(O)c2ccccc2oc1=O	-2	1	7	-2	2	8	-5	-26	.
Cn1c(SCC(=O)Nc2nccs2)nnc1-c1ccco1	1	9	12	-16	3	-11	-3	-30	0.72
COc1ccc(S(=O)(=O)NCCC(C)C)cc1C	-1	-9	15	13	-5	1	3	26	-1.5
Cc1c(NC(=O)Cn2[nH]c(=O)c3ccccc3c2=O)c(=O)n(-c2ccccc2)n1C	0	-3	16	-12	-10	2	14	-9	0.65
CCC(C)[C@H](NC(=O)NCC1CCCO1)C(=O)OC (some centres not stated)	-2	4[fluorescence artefact?]	9	-24	2	-4	0	-17	0.14
CCCOc1ccc(-c2nc(C#N)c(N3CCN(C)CC3)o2)cc1	1	7[fluorescence artefact?]	-22	8	-2	5	0	5	-0.41
CN(Cc1n[nH]c(=S)n1C)S(=O)(=O)c1ccccc1	3	.	13	6	4	-2	-1	-18	0.76
CCn1cnc2sc(C(=O)N3CCN(c4ccc(OC)cc4)CC3)c(C)c2c1=O	4	-3	-2	-6	-4	19	4	-29	-0.02

4 entries from above, sorted by heavy-atom count, descending.
SMILES	FAK inh	ERa coact inh	VCAM1 TNFa inh	HUVEC tox IL1B	LYP act	cytoskel mod	LYP inh 2	HUVEC tox TNFa	Pyk2 oligo antag
COC(=O)c1[nH]c2cccc(OC)c2c1NC(=O)CCN1CCC(C)CC1	-1	-2	-11	-27	6	11	-9	6	0.34
COc1ccc(CCN2C(=O)CC(N3CCOCC3)C2=O)cc1OC (configuration not stated)	-1	-4	0	-16	-4	-11	2	-3	1.3
Cc1onc(-c2ccccc2Cl)c1C(=O)NCc1cccs1	0	-1[fluorescence artefact?]	11	-40	14	-2	-17	-22	-0.19
COc1ccccc1NC(=O)Nc1ncccc1C	14	-7	-15	1	-6	22	4	14	0.53

Random draw from the library; 3.8% or so of the library scored in one or more.
